PAFAH1B3 FP inh – blocks human PAF acetylhydrolase 1B catalytic subunit 3; Q15102; recombinant PAFAH1B3, FP-rhodamine probe, fluorescence polarization; inhibition, % at 3.39 µM; 340,000 compounds, 0.28% hits; AID 492972;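 active = inhibition above the screen-wide average of all tested compounds plus 3 SD, cut at about 25% in these data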;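 also: 0% = enzyme with DMSO only and 100% = wells lacking PAFAH1B3 protein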
PME-1 inh – PME-1 (human) inhibition. recombinant PME-1, FP-Rh probe fluorescence polarization. inhibition, % at 5.9 µM. 320,000 compounds, 0.53% hits. AID 2130;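 active = inhibition above the campaign mean of all compounds plus 3 SD, cut at about 26% in these data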;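 also: competitive labeling of PME-1 active site by serine hydrolase directed probe; 0% = PME-1 with DMSO and 100% = wells lacking PME-1 enzyme; inhibitors block probe labeling so polarization falls and inhibition rises; many of its hits are not listed in these tables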
PREPL inhibitor – inhibitors of human prolyl oligopeptidase-like enzyme PREPL; Q4J6C6; recombinant PREPL, fluorescence polarization activity-based probe; inhibition, % at 5.96 µM; 320,000 compounds, 0.68% hits; in the data active = inhibition above about 43%;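 also: 0% = enzyme with DMSO and 100% = wells lacking enzyme; many of its hits are not listed in these tables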
pPAFAH FP inh – inhibitors of human plasma PAF acetylhydrolase (pPAFAH). 330,000 compounds, 1.5% hits. recombinant pPAFAH, FP-rhodamine probe fluorescence polarization. Q13093. inhibition, % at 3.39 µM;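 active = inhibition above the mean inhibition across the screen plus 3 SD, cut at about 25% in these data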;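 also: inhibitors block binding of the rhodamine activity-based probe so polarization drops; 0% = enzyme with DMSO and 100% = wells lacking pPAFAH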
Target sequence (Q13093 whole entry, looked up): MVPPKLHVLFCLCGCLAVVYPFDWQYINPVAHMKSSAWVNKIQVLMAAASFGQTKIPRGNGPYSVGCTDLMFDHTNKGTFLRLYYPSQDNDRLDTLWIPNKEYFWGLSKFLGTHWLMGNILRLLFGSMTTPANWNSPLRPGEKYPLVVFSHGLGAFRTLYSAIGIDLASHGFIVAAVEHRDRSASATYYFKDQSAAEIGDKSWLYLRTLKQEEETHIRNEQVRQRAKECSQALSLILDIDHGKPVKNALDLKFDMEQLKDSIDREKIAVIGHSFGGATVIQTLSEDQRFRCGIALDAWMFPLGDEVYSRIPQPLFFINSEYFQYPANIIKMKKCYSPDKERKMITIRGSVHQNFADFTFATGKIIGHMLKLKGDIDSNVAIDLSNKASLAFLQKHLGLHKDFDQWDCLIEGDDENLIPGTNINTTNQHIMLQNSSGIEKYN
LYPLA2 inh – counter-screen for PME1 inhibitors: inhibitors of human LYPLA2; O95372; recombinant LYPLA2, FP-Rh probe fluorescence polarization; inhibition, % at 5.9 µM; 320,000 compounds, 0.38% hits; AID 2177;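 active = inhibition above the screen-wide mean plus 3 SD, limit set per campaign, cut at about 26% in these data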;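 also: 0% = LYPLA2 with DMSO and 100% = wells lacking LYPLA2 enzyme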
GSTO1 counter – counter-screen for RBBP9 inhibitors: inhibitors of human GSTO1; inhibition, % at 5.96 µM; P78417; recombinant GSTO1, activity-based probe fluorescence polarization; 300,000 compounds, 1.1% hits;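 active = inhibition above the campaign mean inhibition plus 3 SD, cut at about 35% in these data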;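 also: 0% = GSTO1-1 with DMSO and 100% = wells lacking GSTO1-1 enzyme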
LYPLA1 counter – counter-screen for PME1 inhibitors: inhibitors of human LYPLA1; recombinant LYPLA1, FP-Rh probe fluorescence polarization; inhibition, % at 5.9 µM; 320,000 compounds, 0.16% hits; AID 2174;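 active = inhibition above the mean of all tested compounds plus 3 SD, set per campaign, cut at about 14% in these data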;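 also: inhibitors block serine hydrolase probe labeling of LYPLA1 so polarization falls; 0% = enzyme with DMSO and 100% = wells lacking LYPLA1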
Target sequence (O75608 whole entry, looked up): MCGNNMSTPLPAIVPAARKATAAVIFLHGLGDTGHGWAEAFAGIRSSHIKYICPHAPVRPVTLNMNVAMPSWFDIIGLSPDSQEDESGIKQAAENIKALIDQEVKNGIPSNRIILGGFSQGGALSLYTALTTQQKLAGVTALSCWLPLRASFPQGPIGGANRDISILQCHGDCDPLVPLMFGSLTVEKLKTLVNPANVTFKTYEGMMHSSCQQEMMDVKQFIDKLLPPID
PAFAH1B2 inh – blocks human PAF acetylhydrolase 1b catalytic subunit 2; P68402; AID 492953; recombinant PAFAH1B2, FP-rhodamine activity probe, fluorescence polarization; inhibition, % at 3.39 µM; 340,000 compounds, 1.2% hits;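 active = inhibition above the mean of all tested compounds plus 3 SD, cut at about 24% in these data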;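 also: 0% = enzyme with DMSO and 100% = wells lacking PAFAH1B2; many of its hits are not listed in these tables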
Target sequence (P68402 whole entry, looked up): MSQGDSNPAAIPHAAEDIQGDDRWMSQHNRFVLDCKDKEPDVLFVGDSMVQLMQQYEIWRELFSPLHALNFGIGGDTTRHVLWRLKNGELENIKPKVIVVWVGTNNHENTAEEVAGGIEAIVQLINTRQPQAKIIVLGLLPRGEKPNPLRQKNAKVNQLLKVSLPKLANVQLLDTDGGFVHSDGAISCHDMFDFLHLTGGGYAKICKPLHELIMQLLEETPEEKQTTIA
PAD4 FP inh – blocks human protein arginine deiminase 4; AID 485272; inhibition, % at 6.36 µM; Q9UM07; recombinant PAD4, RCA probe fluorescence polarization; 330,000 compounds, 0.41% hits;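 active = percent inhibition above a cutoff equal to the mean of all tested compounds plus 3 SD, cut at about 15% in these data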;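 also: 0% = PAD4 with RCA probe and DMSO and 100% = probe without PAD4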
Active calls of the source: *; · = not tested or not shown. An excerpt; count on the stated rates, not on these rows.

SMILES | PAFAH1B3 FP inh | PME-1 inh | PREPL inhibitor | pPAFAH FP inh | LYPLA2 inh | GSTO1 counter | LYPLA1 counter | PAFAH1B2 inh | PAD4 FP inh
CSCCC(NS(=O)(=O)c1cccc(C(F)(F)F)c1)C(=O)N(C)Cc1ccc2c(c1)OCCO2 (stereo unspecified) | 7 | 0 | 8 | 7 | 2 | -3 | -2 | 8 | 3
c1ccc(-n2nc3c(ccc4cnnc43)[nH]2)cc1 | 6 | -6 | -20 | -3 | 4 | 0 | -2 | -1 | 3
COCCN1C(=O)C(=O)/C(=C(/O)c2ccc(C)cc2)C1c1ccccn1 (stereo unspecified) | 10 | 3 | 3 | 7 | 4 | 9 | 3 | 0 | -5
Cc1ccc(-c2nc(NC(=O)c3nn(C)cc3[N+](=O)[O-])sc2C)cc1 | 3 | -1 | 6 | 3 | -6 | 2 | -2 | 1 | -4
CCCNC(=O)N[C@@H](Cc1ccccc1)C(=O)OC | 0 | 0 | 1 | 4 | -1 | -7 | -1 | -2 | -2
CCOc1cc(NC(=O)c2ccco2)c(OCC)cc1NC(=O)Cc1cccc(OC)c1 | 2 | 6 | 39 | 11 | 6 | -9 | -4 | -1 | 0
CCC(C)[C@H](NC(=O)C1CC(=O)N(c2ccc3c(c2)OCCO3)C1)C(=O)N1CCCCC1 (stereo partly specified) | 3 | 1 | 2 | 4 | -3 | -1 | -2 | 2 | -1
CCCCCCC/C(C)=N/NC(=O)CC(=O)NCCc1ccccc1 | 1 | 3 | -26 | 5 | 1 | 5 | -1 | 8 | -3
CN(C)c1ccc(CNC(=O)c2cc(S(=O)(=O)N3CCCC3)cn2C)cc1 | -5 | -4 | 2 | 0 | 3 | 4 | 1 | 1 | 0
O=C(Nc1cccc(Cl)c1)N1CCOCC1 | 7 | -6 | -11 | -3 | -1 | -5 | 4 | 3 | -1
COc1cc(C(=O)NCC(=O)Nc2ccc(F)c(F)c2)ccc1OCC(=O)N1CCOCC1 | 9 | -3 | 6 | -5 | 10 | 1 | 5 | 5 | -4
COC(=O)c1sccc1NC(=S)N1CCN(c2ccccc2F)CC1 | 3 | -4 | 15 | -2 | 5 | 7 | 1 | 2 | 4
COc1ccc(C(NC(=O)c2ccc(=O)[nH]c2)C(=O)Nc2ccc(C(C)C)cc2)cc1 (stereo unspecified) | -4 | -5 | -17 | 1 | -8 | 15 | -8 | 1 | 0
CC1CN(C(=O)CCC(=O)NCc2ccc(Cl)cc2)c2ccccc2S1 (stereo unspecified) | 5 | -3 | 8 | 1 | -7 | 12 | -2 | 12 | -4
CCN(CC)c1ccc(NC(=O)CN2C(=O)NC3(CCc4ccccc43)C2=O)cc1 (stereo unspecified) | 4 | -2 | -1 | -2 | 2 | · | 4 | 1 | 1
COc1ccc(S(=O)(=O)N2CCOC2CNC(=O)C(=O)NCc2ccccc2Cl)cc1 (stereo unspecified) | 17 | -2 | -1 | 10 | 22 | 3 | 2 | 5 | -2
C[C@H](CO)N1C[C@H](C)[C@@H](CN(C)C(=O)Nc2ccccc2)Oc2ccc(NC(=O)C3CCCCC3)cc2C1=O | 3 | · | 5 | 7 | · | · | · | 4 | -2
COc1ccc(-c2nn(CC(=O)Nc3ccc(Cl)c(Cl)c3)c(=O)c3ccccc23)cc1 | -48 | -36 | -25 | -25 | -80 | -26 | -43 | -28 | -3
CCOc1ccc(NC(=O)Cn2nnc(C(=O)NCc3ccc4c(c3)OCO4)c2N)cc1 | 1 | -3 | 4 | 6 | 2 | -1 | 2 | 4 | -3
O=C(O)CCC(=O)N1CCN(c2nc(-c3ccccc3)c3cc(Br)ccc3n2)CC1 | 0 | -3 | -4 | 14 | -2 | 7 | -2 | 2 | -3
Fc1ccccc1-c1nc(-c2ccc(Cl)cc2)no1 | 4 | 6 | 6 | 4 | 3 | 0 | 0 | 6 | -1
O=C(OCc1cccc([N+](=O)[O-])c1)c1cnccn1 | 2 | 2 | -2 | 2 | -3 | 1 | 0 | 0 | -5
CCn1ncc(/C=N/NC(=O)c2cc(Cl)ccc2OC)c1C | 8 | 5 | -1 | 2 | 2 | 1 | 3 | 4 | -1
CC(=O)Nc1ccc(S(=O)(=O)N(Cc2cccnc2)Cc2cc3ccc(C)cc3[nH]c2=O)cc1 | 6 | 7 | 4 | 1 | 17 | -7 | 4 | -1 | -3
CCCN1C(=O)SC(CC(=O)Nc2cccc3ccccc23)C1=O (stereo unspecified) | 2 | 0 | 7 | 9 | 5 | 4 | 6 | 4 | 1
COC(=O)c1cc(NC(=O)CSc2nc(C)cc(=O)[nH]2)cc(C(=O)OC)c1 | 8 | -1 | 1 | -4 | 0 | 2 | -4 | 2 | 3
COc1ccc(C(CNC(=O)c2ccc3c(c2)OCCO3)N(C)C)cc1 (stereo unspecified) | -3 | -1 | 3 | 7 | 0 | 1 | 1 | 4 | 3
O=C(NC1CCCCC1)C(=O)c1c(-c2ccccc2)[nH]c2ccccc12 | 2 | 1 | -3 | -1 | 0 | 5 | 1 | 1 | 1
O=C(COC(=O)CN1C(=O)NC2(CCCC2)C1=O)Nc1ccc(C(F)(F)F)cc1[N+](=O)[O-] | -2 | -7 | 7 | 8 | 2 | 3 | 5 | 6 | 2
CCCn1c(N)c(N(CCOC)C(=O)c2cccc(Cl)c2)c(=O)[nH]c1=O | 4 | 3 | 4 | -1 | 5 | 0 | 3 | 3 | 1

2 of the compounds above, as tab-separated lines:
Structure	PAFAH1B3 FP inh	PME-1 inh	PREPL inhibitor	pPAFAH FP inh	LYPLA2 inh	GSTO1 counter	LYPLA1 counter	PAFAH1B2 inh	PAD4 FP inh
CCn1ncc(/C=N/NC(=O)c2cc(Cl)ccc2OC)c1C	8	5	-1	2	2	1	3	4	-1
C[C@H](CO)N1C[C@H](C)[C@@H](CN(C)C(=O)Nc2ccccc2)Oc2ccc(NC(=O)C3CCCCC3)cc2C1=O	3	·	5	7	·	·	·	4	-2

Additional entries:
SMILES | PAFAH1B3 FP inh | PME-1 inh | PREPL inhibitor | pPAFAH FP inh | LYPLA2 inh | GSTO1 counter | LYPLA1 counter | PAFAH1B2 inh | PAD4 FP inh
O=C(NCCc1cccs1)c1ccc(Cl)c(Cl)c1 | 1 | 1 | 1 | 0 | -3 | 7 | -2 | 1 | -2
Cc1ccc(C(=O)OCC(=O)NCc2ccco2)cc1C | 4 | 2 | -5 | 5 | -5 | · | -4 | 4 | -4
Cc1nc(N2CCN(C(=O)c3ccco3)CC2)[nH]c(=O)c1C | 2 | 2 | 5 | 5 | 5 | 3 | 4 | 3 | -4
CC(C)NC(=O)COc1coc(CN2CCN(Cc3ccccc3)CC2)cc1=O | 9 | 6 | 15 | 3 | 8 | -6 | 3 | -2 | 1
COc1ccc(OC)c(NC(=O)C2C3C=CC(C3)C2C(=O)NCc2cccnc2)c1 (stereo unspecified) | · | 3 | -2 | 3 | -11 | 7 | -1 | · | -3
CCc1nnc(NC(=O)CSc2ccc(-c3nc4ccc(C)cc4[nH]3)cn2)s1 | -16 | -26 | -15 | -3 | -21 | 1 | -14 | -12 | -4
COc1ccccc1Cn1nnc2c(=O)[nH]c(C3CCN(C(=O)c4ccccc4Cl)CC3)nc21 | -3 | 18 | 0 | -2 | 2 | 3 | 1 | 0 | -1
CC(=O)N(CC(C)C(=O)O)c1c(I)cc(I)c(N)c1I (stereo unspecified) | -1 | -1 | 4 | -3 | -4 | 6 | -1 | -9 | -7
O=C(/C=C/c1ccccc1Cl)NC(=S)Nc1ccccc1C(=O)NC1CCCCC1 | 8 | -2 | 4 | -1 | -1 | -3 | 2 | 3 | -3
COc1ccc(S(=O)(=O)N2CCCC(C(=O)NCc3ccccc3)C2)cc1 (stereo unspecified) | -5 | -3 | 3 | 0 | -5 | 6 | -1 | 4 | 2
COc1ccc(CNC(=O)CCn2c(C)csc2=O)cc1 | 9 | -3 | -2 | 2 | 2 | · | -2 | 0 | -3
CCCCSc1ccc2nc(-c3ccc(C#N)cc3)cn2c1 | 7 | -7 | -5 | 8 | 7 | -11 | 0 | -1 | -3
CCN1C(=O)C(CC(=O)Nc2ccc(Cl)cc2)N(NC(=O)c2ccncc2)C1=S (stereo unspecified) | · | -1 | 16 | -1 | -4 | 8 | -1 | · | 2
C=CCOc1ccc(/C=C/C(=O)OCc2csc(CC(=O)Nc3ccccc3C)n2)cc1 | 1 | -2 | 3 | 0 | 1 | · | -1 | -5 | 2
O=C(NC1CC2CCCC(C1)N2C(=O)Nc1ccc(F)cc1)c1ccccc1 (stereo unspecified) | 13 | -3 | 13 | -1 | -9 | 0 | -2 | 4 | 2
Cn1cc(C(=O)C(F)(F)F)c2ccccc21 | 1 | 1 | -1 | 3 | -5 | 0 | -4 | 2 | -3
O=C(Nc1ccc(Cl)cn1)Nc1cccs1 | 2 | 13 | -9 | 2 | 6 | -2 | 3 | -1 | 1
CS(=O)(=O)c1ccc(C(=O)OCC(=O)c2ccc(Cl)s2)cc1 | 10 | -1 | -5 | 1 | 5 | 8 | -1 | 1 | -2
CC(=O)c1ccc(NC(=O)/C(=C\c2ccco2)NC(=O)c2ccco2)cc1 | -4 | -5 | -8 | -7 | 5 | -4 | -4 | -3 | -8
O=C(c1cc(COc2ccc(F)cc2Cl)on1)N(Cc1ccncc1)CC1CCCO1 (stereo unspecified) | -5 | -2 | 27 | 6 | 4 | -1 | -2 | -1 | 0
CC(=O)Nc1ccc(S(=O)(=O)NCc2cc(=O)n(C)c(=O)n2C)cc1 | 5 | -4 | -1 | 4 | 0 | 2 | 0 | 0 | -2
COc1ccccc1CNC(=O)c1ccc2c(c1)OCO2 | 8 | -5 | 2 | 0 | 7 | 3 | 7 | 2 | 2
COc1ccc(N(C(=O)Cn2nnc(-c3ccc(C)o3)n2)C(C(=O)NC2CCCC2)c2ccncc2)cc1 (stereo unspecified) | 2 | -1 | 1 | -1 | 0 | 0 | -3 | -4 | 1
O=C(CSc1ccc(-c2ccc(F)cc2)nn1)N1CCN(c2ccccc2)CC1 | 1 | -2 | 13 | 9 | 4 | 6 | 0 | -4 | 6
CC(=O)NC(NC(C)=O)c1ccc(Br)cc1 | 7 | 3 | 5 | 7 | -2 | 0 | 2 | -1 | -1
CN(C)C(CNc1ncnc2sc3c(c12)CCCCC3)c1ccco1 (stereo unspecified) | 5 | 1 | 15 | 2 | 5 | 0 | 0 | 2 | 5
CC(NC(=O)COc1ccc(/C=N/NS(=O)(=O)c2ccccc2)cc1)c1ccccc1 (stereo unspecified) | -1 | -4 | -9 | 3 | -4 | 15 | 0 | 5 | -7
CCn1nc(C(=O)Nc2nc3ccc(C)cc3s2)c2ccccc2c1=O | 10 | 5 | 9 | 1 | 2 | -6 | -2 | -4 | 2
COc1cccc(C2CC(c3ccc(F)cc3)Nc3nc(N)nn32)c1 (stereo unspecified) | 7 | 0 | 44* | 6 | -1 | -4 | 3 | 5 | -2
COc1ccc(-c2csc3nc(C)n(-n4cccc4)c(=O)c23)cc1 | 2 | 11 | 8 | 4 | 9 | 1 | 6 | 6 | 0
CN1CCN(C(=O)/C(=C/c2ccccc2Cl)NC(=O)c2ccccc2)CC1 | 5 | -4 | 12 | 3 | 1 | 1 | -1 | 5 | -2
CCOC(=O)N1CCN(C(=S)NC2CCCCC2)CC1 | 5 | -7 | 1 | -1 | -3 | 10 | 0 | 1 | 2

High-throughput results: PubChem BioAssay, The Scripps Research Institute Molecular Screening Center
